From PubChem
HTR2A ag: mouse Htr2a agonists via beta-arrestin recruitment, primary screen, cell-based, luminescence; AID 624169, 2012; activation, % at 7.6 µM; hit rate 0.66% among 360,000; 5-hydroxytryptamine receptor 2A (Mus musculus), P35363; CHO-K1 mHTR2A beta-arrestin complementation; percent of 30 µM serotonin response;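 active = activation above a run cutoff, the mean activation of all tested compounds plus 3 SD, cut at about 14% in these data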;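 also: 0% = plate median of compound wells and 100% = 30 µM serotonin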
Target sequence (P35363 whole entry, looked up): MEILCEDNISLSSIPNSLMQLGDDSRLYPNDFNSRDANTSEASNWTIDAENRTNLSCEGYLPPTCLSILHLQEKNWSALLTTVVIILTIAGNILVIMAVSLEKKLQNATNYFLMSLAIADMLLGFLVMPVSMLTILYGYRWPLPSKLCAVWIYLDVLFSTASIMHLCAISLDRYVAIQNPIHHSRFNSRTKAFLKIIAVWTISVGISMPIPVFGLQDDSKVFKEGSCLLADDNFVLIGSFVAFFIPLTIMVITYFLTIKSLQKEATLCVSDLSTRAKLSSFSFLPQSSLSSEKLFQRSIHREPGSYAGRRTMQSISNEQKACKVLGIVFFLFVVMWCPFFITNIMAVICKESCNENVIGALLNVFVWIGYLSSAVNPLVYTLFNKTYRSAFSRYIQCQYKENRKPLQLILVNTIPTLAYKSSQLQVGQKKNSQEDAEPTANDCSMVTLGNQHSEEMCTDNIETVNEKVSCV
MC4R antagonist: MC4R antagonists of cAMP signaling, primary screen, cell-based, TR-FRET, antagonist arm of biased-ligand search. Melanocortin receptor 4 (Homo sapiens), P32245. MC4R-expressing cells, MTII-stimulated cAMP, LANCE TR-FRET. inhibition, % at 6.5 µM. hit rate 0.48% among 360,000. AID 540295, 2011;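 active = inhibition above its plate's cutoff, the mean of tested wells on that plate plus 3 SD, cut at about 29% in these data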;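 also: 0% = Melanotan II alone and 100% = Melanotan II plus saturating MCL0020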
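system = U2OS cells with stable human MC4R expression | also added = Melanotan II challenge after compound preincubation | dosing = one concentration, 6.5 µM nominal | incubation = compound 30 min, challenge 1 h, detection 1 h | measured by = TR-FRET with Eu-cAMP and labeled anti-cAMP, 671 nm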
MC4R ag barr: MC4R agonists recruiting beta-arrestin, primary screen, cell-based, luminescence, agonist arm of biased-ligand search. U2OS MC4R beta-arrestin complementation; percent of melanotan II response, DMSO zero. activation, % at 8.9 µM. hit rate 0.98% among 360,000;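 active = activation above a per-plate cutoff, the mean activation of sample wells on that plate plus 3 SD, cut at about 8% in these data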
ABHD5 PLIN5 PPI: ABHD5-PLIN5 interaction inhibitors, primary screen, cell lysate, split luciferase complementation, luminescence | Perilipin-5 (Homo sapiens) + 1-acylglycerol-3-phosphate O-acyltransferase ABHD5 (Homo … | Split G. princeps luciferase complementation, 4 h | inhibition, % at 4 µM | hit rate 0.78% among 360,000 | AID 602281, 2012;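 active = inhibition above the mean inhibition across every tested compound plus 3 SD, cut at about 22% in these data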;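 also: 0% = DMSO only wells and the 100% control is not disclosed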
N-glyco inh: increase of ERlucT glycosylation luciferase signal, primary screen, N-linked glycosylation inhibitor project, D54 ERlucT cells, luminescence, set 2. D54 ERlucT glycosylation luciferase reporter, 24 h; percent of 100 nM tunicamycin response. reporter increase, % at 12.5 µM. hit rate 0.23% among 360,000. AID 588692, 2011;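 active = mean luciferase reporter signal, scaled so untreated is 0 and the glycosylation-blocking control 100, at or above a set limit in every replicate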;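 also: luciferase carries N-glycosylation sites so blocking glycosylation raises the light; 0% = median of neutral control wells and 100% = median of 100 nM tunicamycin wells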
NOD2-RIPK2 inh: NOD2-RIPK2 binding disruptors in cells, primary screen, fluorescence, CHO cells, BLA complementation; CCF4 ratio; Receptor-interacting serine/threonine-protein kinase 2 (Homo sapiens), O43353; inhibition, % at 4.98 µM; hit rate 0.38% among 360,000; AID 624267, 2012; in the data active = inhibition above about 21%;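 also: 0% = vehicle only and 100% = reference blocker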
Target sequence (O43353 whole entry, looked up): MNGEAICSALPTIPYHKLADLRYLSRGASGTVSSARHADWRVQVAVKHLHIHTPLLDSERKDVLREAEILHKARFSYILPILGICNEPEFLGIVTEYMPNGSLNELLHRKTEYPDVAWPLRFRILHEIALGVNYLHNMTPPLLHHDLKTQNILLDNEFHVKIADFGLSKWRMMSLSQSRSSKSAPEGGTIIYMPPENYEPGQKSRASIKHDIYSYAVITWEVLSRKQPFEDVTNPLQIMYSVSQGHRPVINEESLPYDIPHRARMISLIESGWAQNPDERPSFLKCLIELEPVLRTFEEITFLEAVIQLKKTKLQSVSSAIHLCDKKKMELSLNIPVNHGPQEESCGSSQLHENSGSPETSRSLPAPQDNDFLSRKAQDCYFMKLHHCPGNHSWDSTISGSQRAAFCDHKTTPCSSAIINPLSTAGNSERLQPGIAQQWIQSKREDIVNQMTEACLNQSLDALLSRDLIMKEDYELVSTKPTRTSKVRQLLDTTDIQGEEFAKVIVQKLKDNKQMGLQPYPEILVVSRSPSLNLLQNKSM
NCOA2 inhibitor: inhibition of GAL4-SRC2 driven luciferase reporter, primary screen, SRC2 inhibitor project, cell-based, luminescence; Nuclear receptor coactivator 2 (Homo sapiens), Q15596; HEK293 GAL4-SRC2 luciferase reporter; inhibition, % at 9 µM; hit rate 0.17% among 370,000; AID 651957, 2012;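 active = inhibition above the mean inhibition of all tested compounds plus 3 SD, set per campaign, cut at about 52% in these data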;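 also: 0% = DMSO treated cells and 100% = cells given Gossypol at 36 µM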
H9c2 protect: cardioprotection against H2O2-induced cell death, primary screen, uHTS, H9c2 cells, ATPLite luminescence | H9c2 cardiomyocytes, H2O2 injury protection, 2 h | protection from H2O2 cell death, % at 20 µM | hit rate 0.63% among 360,000;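 active = compounds giving at least 50% protection of heart cells from peroxide-induced death in the single-dose screen, raw or plate-pattern-corrected value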;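 also: 0% = DMSO wells with peroxide and 100% = DMSO wells without peroxide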
ABCB6 inh MLPCN: ABCB6 transporter inhibitors, primary screen, K562-ABCB6 cells, flow cytometry, MLPCN library; K562-ABCB6 porphyrin accumulation, 1 h; active compounds read low; hit rate 0.19% among 360,000; fluorescence ratio to DMSO, % at 10 µM;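 active = fluorescence ratio to DMSO below 75%, the collection mean minus 3 SD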;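 also: signal is porphyrin accumulated inside mitochondria; 100% equals median channel fluorescence of DMSO control wells; lower ratio means ABCB6 inhibition with less porphyrin fluorescence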
TLR9-MyD88 block: inhibitors of TLR9-MyD88 association in cells, primary screen, cell-based, CHO, BLA complementation, fluorescence | inhibition, % at 4.98 µM | CCF4 FRET ratio | hit rate 0.21% among 340,000 | Toll-like receptor 9 (Homo sapiens) + Myeloid differentiation primary response protein …;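 active = inhibition above the mean over all tested compounds plus 3 SD, cut at about 21% in these data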;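 also: 0% = DMSO only wells and 100% = clavulanate BLA inhibitor control wells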
The depositor's hits bear a star. An excerpt; count on the stated rates, not on these rows.

For COc1ccc(-c2nc(CS(=O)CC(=O)NCc3ccc(C)cc3)c(C)o2)cc1OC (stereo not given) the results were HTR2A ag 11, MC4R antagonist -5, MC4R ag barr -0.1, ABHD5 PLIN5 PPI 8, N-glyco inh 3, NOD2-RIPK2 inh -12, H9c2 protect -2, ABCB6 inh MLPCN 104 and TLR9-MyD88 block 9.
CCCOc1cccc(C(=O)NC(=S)Nc2ccc(N3CCN(C)CC3)cc2)c1 was read as HTR2A ag -9, MC4R antagonist -2, MC4R ag barr 1.1, ABHD5 PLIN5 PPI 0, N-glyco inh 2, NOD2-RIPK2 inh 3, NCOA2 inhibitor 1, H9c2 protect -6 and ABCB6 inh MLPCN 96.
`COCCCNC(=O)C[C@H]1C[C@H](C(=O)N2CCOCC2)[C@@]2(C)c3[nH]c4cc(CCC(=O)N(C)C)ccc4c3CCN2C1=O` gave HTR2A ag 11, MC4R antagonist 0, MC4R ag barr -1.6, ABHD5 PLIN5 PPI -3, N-glyco inh 3, NOD2-RIPK2 inh -10, NCOA2 inhibitor 5, H9c2 protect 1, ABCB6 inh MLPCN 100 and TLR9-MyD88 block -4.
N#CCc1ccc(NC(=O)c2ccccc2C(=O)Nc2ccc(CC#N)cc2)cc1 was read as HTR2A ag -8, MC4R antagonist 22, MC4R ag barr -0.8, ABHD5 PLIN5 PPI 1, N-glyco inh 0, NOD2-RIPK2 inh 3, NCOA2 inhibitor 16, H9c2 protect 1, ABCB6 inh MLPCN 96 and TLR9-MyD88 block 10.
CC(=O)c1ccc(S(=O)(=O)NC2CC(=O)N(c3ccc(C)cc3)C2)cc1 (stereo not given) was read as HTR2A ag -6, MC4R antagonist 6, MC4R ag barr -4.5, ABHD5 PLIN5 PPI -6, N-glyco inh 2, NOD2-RIPK2 inh -12, NCOA2 inhibitor -11, H9c2 protect -5, ABCB6 inh MLPCN 92 and TLR9-MyD88 block -4.
Screening C=CCn1c(SCc2ccc(C#N)cc2)nnc1-c1cccc(OC)c1 returned HTR2A ag -3, MC4R antagonist 1, MC4R ag barr -0.3, ABHD5 PLIN5 PPI 3, N-glyco inh -2, NOD2-RIPK2 inh -8, NCOA2 inhibitor -1, H9c2 protect -10, ABCB6 inh MLPCN 99 and TLR9-MyD88 block -4.
Screening CCOC(=O)C1=C(O)/C(=C/c2ccc(OCC(=O)O)c(OC)c2)SC1=Nc1ccc(OC)cc1 returned HTR2A ag -1, MC4R antagonist -5, MC4R ag barr -1.3, ABHD5 PLIN5 PPI 6, N-glyco inh 1, NOD2-RIPK2 inh -12, NCOA2 inhibitor 8, H9c2 protect 2, ABCB6 inh MLPCN 117 and TLR9-MyD88 block 8.
For CCOC(=O)C1=C(C)N=C(SC)N(C)C1c1ccccc1 (stereo not given) the results were HTR2A ag -2, MC4R antagonist 3, MC4R ag barr -0.8, ABHD5 PLIN5 PPI 6, N-glyco inh 1, NOD2-RIPK2 inh -6, NCOA2 inhibitor -9, H9c2 protect 4, ABCB6 inh MLPCN 102 and TLR9-MyD88 block 3.
Screening CCO[C@H]1OC(C(=O)O)=C[C@@H](c2cn(C(C)=O)c3ccccc23)[C@@H]1CCCO returned HTR2A ag -12, MC4R antagonist 6, MC4R ag barr -0.4, ABHD5 PLIN5 PPI 0, N-glyco inh 0, NOD2-RIPK2 inh -7, NCOA2 inhibitor -7, H9c2 protect 2, ABCB6 inh MLPCN 103 and TLR9-MyD88 block -2.
`COc1c(OC)c(O)c2c(=O)cc(-c3c(O)cccc3O)oc2c1OC` gave HTR2A ag 0, MC4R antagonist 9, MC4R ag barr -0.6, ABHD5 PLIN5 PPI -8, N-glyco inh 12, NOD2-RIPK2 inh 0, NCOA2 inhibitor 1, H9c2 protect -1, ABCB6 inh MLPCN 99 and TLR9-MyD88 block -1.
For CCNc1ccc2c(Cl)cc(=O)oc2c1 the results were HTR2A ag 2, MC4R antagonist 13, MC4R ag barr -0.8, ABHD5 PLIN5 PPI 2, N-glyco inh 2, NOD2-RIPK2 inh 30*, NCOA2 inhibitor -2, H9c2 protect 8, ABCB6 inh MLPCN 108 and TLR9-MyD88 block 34*.
Cc1cc(C)cc(NC(=S)N2CCC(c3nc4ccccc4s3)CC2)c1 was read as HTR2A ag 6, MC4R antagonist -4, MC4R ag barr 8.5*, ABHD5 PLIN5 PPI -11, N-glyco inh 0, NOD2-RIPK2 inh -3, NCOA2 inhibitor -10, H9c2 protect -2, ABCB6 inh MLPCN 103 and TLR9-MyD88 block -9.
Screening Cc1c2c(nc3nnnn13)CCCC2 returned HTR2A ag 9, MC4R antagonist 9, MC4R ag barr 2.1, ABHD5 PLIN5 PPI -1, N-glyco inh 3, NOD2-RIPK2 inh -10, NCOA2 inhibitor -13, H9c2 protect -2, ABCB6 inh MLPCN 94 and TLR9-MyD88 block -3.
Cc1ccc(C(=O)NCC(=O)OCCCOC(=O)CNC(=O)c2ccc(C)c(C)c2)cc1C was read as HTR2A ag -4, MC4R antagonist -3, MC4R ag barr 2.9, ABHD5 PLIN5 PPI -8, N-glyco inh 3, NOD2-RIPK2 inh -9, NCOA2 inhibitor -10, H9c2 protect 4, ABCB6 inh MLPCN 89 and TLR9-MyD88 block -6.
For CCOC(=O)[C@H]1[C@H]2COc3ccc(C)cc3[C@@H]2N2C(=O)c3cc(OC)c(OC)cc3NC(=O)[C@@]12C the results were HTR2A ag 5, MC4R antagonist 6, MC4R ag barr 0.2, ABHD5 PLIN5 PPI -2, N-glyco inh 9, NOD2-RIPK2 inh -6, NCOA2 inhibitor -39, H9c2 protect 3, ABCB6 inh MLPCN 95 and TLR9-MyD88 block -1.
`COc1ccc(-c2cn(-c3ccc(C)c(C)c3)c(=S)[nH]2)cc1OC` gave HTR2A ag 3, MC4R antagonist 0, MC4R ag barr -0.5, ABHD5 PLIN5 PPI -13, N-glyco inh -2, NOD2-RIPK2 inh 9, NCOA2 inhibitor -4, H9c2 protect -11, ABCB6 inh MLPCN 92 and TLR9-MyD88 block 10.
For COc1ccc(OC)c(C2CC(=O)Nc3cc(OC)c(OC)c(OC)c32)c1 (stereo not given) the results were HTR2A ag 2, MC4R antagonist 3, MC4R ag barr 0.5, ABHD5 PLIN5 PPI 9, N-glyco inh 11, NOD2-RIPK2 inh -12, NCOA2 inhibitor -47, H9c2 protect 5, ABCB6 inh MLPCN 104 and TLR9-MyD88 block -3.
Screening O=S(=O)(NCCC1=CCCCC1)c1ccc(Br)cc1 returned HTR2A ag -6, MC4R antagonist 8, MC4R ag barr 4.0, ABHD5 PLIN5 PPI -9, N-glyco inh 0, NOD2-RIPK2 inh 2, NCOA2 inhibitor -10, H9c2 protect -10, ABCB6 inh MLPCN 98 and TLR9-MyD88 block -7.
Screening CCOc1ccccc1N1CCN(C(=O)C(Sc2ccccc2)c2ccccc2)CC1 (stereo not given) returned HTR2A ag -2, MC4R antagonist 8, MC4R ag barr -0.2, ABHD5 PLIN5 PPI 3, N-glyco inh -6, NOD2-RIPK2 inh 0, NCOA2 inhibitor 2, H9c2 protect -8, ABCB6 inh MLPCN 95 and TLR9-MyD88 block -1.
CCOc1ccc(-n2c(C)nc3cc(C(=O)NCc4ccc5c(c4)OCO5)ccc32)cc1 was read as HTR2A ag -1, MC4R antagonist 1, MC4R ag barr 0.0, ABHD5 PLIN5 PPI 0, N-glyco inh -3, NOD2-RIPK2 inh 3, NCOA2 inhibitor 9, H9c2 protect -1, ABCB6 inh MLPCN 96 and TLR9-MyD88 block -7.
Screening CCS(=O)(=O)c1nc(S(=O)(=O)c2ccc(C)cc2)c(NCCCN(C)C)s1 returned HTR2A ag 2, MC4R antagonist 1, MC4R ag barr -0.7, ABHD5 PLIN5 PPI -8, N-glyco inh -2, NOD2-RIPK2 inh 5, NCOA2 inhibitor -25, H9c2 protect 10, ABCB6 inh MLPCN 96 and TLR9-MyD88 block -1.
Screening Cc1c(C(=O)N2CCC(C)CC2)oc2ccc(S(=O)(=O)N3CCC4(CC3)OCCO4)cc12 returned HTR2A ag -2, MC4R antagonist 2, MC4R ag barr -0.1, ABHD5 PLIN5 PPI -6, N-glyco inh 0, NOD2-RIPK2 inh -10, NCOA2 inhibitor 14, H9c2 protect -9, ABCB6 inh MLPCN 92 and TLR9-MyD88 block 4.
`O=C(Nc1ccccc1N1CCCC1)C1CCN(S(=O)(=O)c2ccccc2)CC1` gave HTR2A ag -1, MC4R antagonist 0, MC4R ag barr -4.8, ABHD5 PLIN5 PPI 1, N-glyco inh 6, NOD2-RIPK2 inh 6, NCOA2 inhibitor 5, H9c2 protect 7, ABCB6 inh MLPCN 95 and TLR9-MyD88 block 5.
`COC(=O)c1ccc2c(c1)N(C)C(=O)CS2` gave HTR2A ag -2, MC4R antagonist 6, MC4R ag barr -2.9, ABHD5 PLIN5 PPI 2, N-glyco inh 3, NOD2-RIPK2 inh -2, NCOA2 inhibitor -21, H9c2 protect 6, ABCB6 inh MLPCN 98 and TLR9-MyD88 block 3.
COc1cccc(-n2c(C)cc(/C=C3/C(=N)N4C(=NC3=O)SN=C4S(C)(=O)=O)c2C)c1 was read as HTR2A ag 0, MC4R antagonist 29*, MC4R ag barr 0.0, ABHD5 PLIN5 PPI -3, N-glyco inh 6, NOD2-RIPK2 inh 1, NCOA2 inhibitor -23, H9c2 protect -4, ABCB6 inh MLPCN 105 and TLR9-MyD88 block -10.
`C/C(=N/NC(=O)CNC(=O)c1cccnc1)c1ccc(Cl)cc1` gave HTR2A ag 4, MC4R antagonist 10, MC4R ag barr 0.4, ABHD5 PLIN5 PPI 4, N-glyco inh 0, NOD2-RIPK2 inh -3, NCOA2 inhibitor 0, H9c2 protect -1, ABCB6 inh MLPCN 96 and TLR9-MyD88 block -8.
For CCN(CC)C(=O)CC(c1ccc(OC)cc1)c1c(OC)cc(OC)c2ccc(=O)oc12 (stereo not given) the results were HTR2A ag 1, MC4R antagonist 11, MC4R ag barr -2.4, ABHD5 PLIN5 PPI -9, N-glyco inh 0, NOD2-RIPK2 inh -1, NCOA2 inhibitor -24, H9c2 protect 32, ABCB6 inh MLPCN 101 and TLR9-MyD88 block -2.
